Source: PubChem (several laboratories)
LYP inhibition: inhibitors of LYP phosphatase, biochemical, fluorescence intensity, uHTS (AID 1779). recombinant LYP phosphatase, fluorescence intensity; higher % means a stronger effect. inhibition, % at 11.5 µM, or IC50 in µM where a hit was titrated. 290,000 compounds, 0.054% hits; in the data active means inhibition above about 50%;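 further: plate controls were vehicle with enzyme for no effect and no enzyme for full effect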
MgcRacGAP inhibition: MgcRacGAP GTPase-activating activity inhibitors, confirmation, biochemical, ADP Hunter fluorescence; 340,000 compounds, 0.6% hits; MgcRacGAP-stimulated Rac1 GTP hydrolysis, ADP Hunter fluorescence; higher % means a stronger effect; GST-tagged Rac1 F28L mutant substrate; one-dose inhibition, % at 30 µM; IC50 in µM for titrated hits;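 active means first-screen hits whose inhibition reached a set limit at any dose in the follow-up dose series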;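 further: fluorescence reports GDP produced by GAP-driven GTP hydrolysis; strong numbers were not always called active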
GPR55 LPI antagonism: GPR55 antagonists blocking LPI-driven arrestin recruitment, primary screen, imaging, U2OS, beta-arrestin-GFP, LPI agonist (AID 2013). 290,000 compounds, 0.13% hits. U2OS GPR55 beta-arrestin-GFP translocation imaging, LPI antagonism; higher % means a stronger effect. inhibition, % at 10 µM, or IC50 in µM where a hit was titrated;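 active means spots per cell inhibited over 60%, with over 100 cells counted and total cytoplasm intensity under 500,000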;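 further: U2OS cells stably carrying GPR55 and arrestin-GFP stimulated by 5 µM LPI near EC80; imaged beta-arrestin-GFP aggregate spots per cell after agonist stimulation; plate controls were LPI-stimulated DMSO wells for no effect and DMSO wells without LPI for full effect; some results filed as inactive read as strong as hits; confirmed hits need IC50 under 10 µM and bright autofluorescent wells are also inconclusive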
Myeloid diff MLP: induction of myeloid progenitor differentiation, primary screen, cell-based, flow cytometry, MLPCN library. AID 624256, 2012. ER-HoxA9 myeloid progenitors, lysozyme-GFP differentiation. calls only at 10 µM. 360,000 compounds, 1% hits;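 active means normalized GFP-positive differentiation at or above the plate's own cutoff, the solvent-only control mean plus 3 SD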;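 further: cells exposed to compound for four days before flow analysis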
SIAH1 antagonists: Siah-1 peptide-binding antagonists, primary screen, biochemical, fluorescence polarization, rhodamine-plectin, uHTS (AID 1817); E3 ubiquitin-protein ligase SIAH1 (Homo sapiens); Siah-1 / rhodamine-plectin peptide fluorescence polarization; higher % means a stronger effect; displacement, % at 20 µM, or IC50 in µM where a hit was titrated; 290,000 compounds, 0.02% hits;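 active means displacement of at least 50% at 20 µM, with a fluorescence ratio check between 0.3 and a set limit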;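 further: plate controls were Siah plus tracer with DMSO for no effect and tracer alone without Siah for full effect; strong numbers were not always called active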
HIV fusion peptide: inhibitors of HIV fusion peptide binding, primary screen, biochemical, uHTS, fluorescence dequenching (AID 1986); cell-free peptide binding, fluorescence dequenching, 30 min; higher % means a stronger effect; one-dose inhibition, % at 20 µM; IC50 in µM for titrated hits; 290,000 compounds, 0.3% hits; in the data active means inhibition mostly above about 52%, no sharp cut-off; inactive means mostly below about 76%; further: some results filed as inactive read as strong as hits
NTR1 agonist: agonists of NTR1, primary screen, imaging, U2OS cells, beta-arrestin-GFP, high content (AID 493036). NTR1-U2OS beta-arrestin-GFP spot imaging, agonist mode. Neurotensin receptor type 1 (Homo sapiens), P30989. activation, % at 20 µM. 330,000 compounds, 0.17% hits;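 active means activation at or above 40% of the spot to cytoplasm intensity ratio, with at least 20 cells analyzed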;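 further: 0% = DMSO without peptide and 100% = 100 nM NTR1 peptide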
Target sequence (P30989 whole entry, looked up): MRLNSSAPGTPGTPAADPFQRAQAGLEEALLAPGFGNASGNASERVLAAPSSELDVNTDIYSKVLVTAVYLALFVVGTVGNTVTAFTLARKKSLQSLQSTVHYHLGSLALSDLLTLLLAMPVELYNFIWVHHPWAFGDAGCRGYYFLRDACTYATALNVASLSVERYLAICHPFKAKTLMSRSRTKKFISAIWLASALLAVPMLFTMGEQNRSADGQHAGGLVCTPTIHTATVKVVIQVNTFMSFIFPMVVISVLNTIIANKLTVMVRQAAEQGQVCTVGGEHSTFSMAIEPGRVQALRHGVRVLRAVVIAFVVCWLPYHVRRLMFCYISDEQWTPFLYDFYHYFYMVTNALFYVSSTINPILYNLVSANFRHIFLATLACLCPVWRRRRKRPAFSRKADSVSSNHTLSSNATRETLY
GPR35 antagonists: GPR35 antagonists blocking zaprinast-driven arrestin recruitment, primary screen, imaging, U2OS, beta-arrestin-GFP, zaprinast agonist (AID 2058); U2OS GPR35 beta-arrestin-GFP translocation imaging, zaprinast antagonism; higher % means a stronger effect; inhibition, % at 10 µM, or IC50 in µM where a hit was titrated; 290,000 compounds, 0.052% hits; G-protein coupled receptor 35 (Homo sapiens);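 active means inhibition of at least 50% with at least 30 cells and total cytoplasm GFP at most 10,000,000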
Salmonella PhoP GFP: inhibitors of PhoP regulon expression, primary screen, Salmonella Typhimurium, GFP reporter (AID 1863). S. Typhimurium PhoP-regulated promoter GFP reporter, 4 h; higher % means a stronger effect. inhibition, % at 50 µM, or IC50 in µM where a hit was titrated. 300,000 compounds, 0.16% hits;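 active means inhibition over 29.93%, a cutoff 3 SD above the screen mean, later confirmed by dose response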;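 further: 0% = low Mg2+ inducing control and 100% = high Mg2+ repressing control; strong numbers were not always called active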
NTR1 agonist cell count 20 µM: also measured in NTR1 agonist; calls as there; cell count; measured here: cell count, cytotoxicity flag
Myeloid diff MLP GFP+ MAC1+ %: further read-out of Myeloid diff MLP, marked with its call; GFP+ MAC1+ double positive, %; measured here: differentiation confirmed by MAC1 staining
The depositor's hits bear a star; i = inactive; / = no result given. This is a random part of the collection; about 2.4% have a hit in one of these screens.

Molecule | SIAH1 antagonists | HIV fusion peptide | LYP inhibition | GPR55 LPI antagonism | Myeloid diff MLP GFP+ MAC1+ % | NTR1 agonist cell count 20 µM | GPR35 antagonists | Myeloid diff MLP | Salmonella PhoP GFP | MgcRacGAP inhibition | NTR1 agonist
C(=N/n1c2ccccc2c2ccccc21)/c1ccco1 | -4% | 20% | -3% | 8% | 0.6 | 40 | -1% | i | 13% | 14% | 2.9
C/C(=N\NC(=O)COc1ccc(C(C)(C)C)cc1)c1ccc(OC(F)F)cc1 | 1% | 0.6% | 11% | 1% | 0.6 | 61 | 2% | i | -12% | 7% | 27
Cc1[nH]c2ccc(Br)cc2c(=O)c1CN1CCOCC1 | 4% | -3.3% | -10% | 37% | 1.2 | 106 | 1% | i | 7% | 2% | -3.9
O=C(COC(=O)c1ccc[nH]c1=O)NCC1CCCO1 (configuration not stated) | 1% | 1.5% | -8% | 18% | 0.6 | 62 | 0% | i | -12% | 5% | 0.4
COc1ccccc1N(CN1CCCC1=O)C(=O)c1c(F)cccc1Cl | -2% | -2.7% | -2% | -5% | 1.0 | 80 | -3% | i | -4% | 6% | 1.9
COc1ccc(-c2nc(NC(=O)c3ccccc3)sc2-c2ccc([N+](=O)[O-])cc2)cc1 | 1% | 8.5% | -1% | 15% | 0.4 | 50 | 8% | i | -14% | 8% | 4.4
O=C(c1cc(C2CC2)nc2ccc(Br)cc12)N1N=C(C(F)F)CC1(O)C(F)F (configuration not stated) | -3% | 8.0% | 6% | 9% | 1.0 | 73 | 50% | i | 13% | 7% | 20
COc1ccc(OC)c(NC(=O)CCNS(=O)(=O)c2cccc3nsnc23)c1 | 4% | -1.8% | -3% | 10% | 0.4 | 62 | 12% | i | -1% | 6% | 0.7
CN(C)c1ccc(P(=O)(Nc2ccccc2)N2CCOCC2)c(NC(=O)c2cccs2)c1 (configuration not stated) | 14% | 5.3% | 1% | 16% | 1.0 | 57 | -12% | i | -14% | 12% | 0.2
COC(=O)c1nn(-c2ccc(OC)cc2)c(=O)cc1Oc1ccccc1 | 2% | 1.5% | -3% | 3% | 0.5 | 92 | 5% | i | -6% | 5% | -0.4
Cc1ccc(CS(=O)(=O)Cc2ccc(C(=O)NCCCN3CCOCC3)o2)cc1 | -2% | -1.0% | -5% | -7% | 11 | 48 | 0% | i | -7% | -7% | -1.2
O=S(=O)(c1cccc(-c2nc3n(n2)Cc2ccccc2-3)c1)N1CCCCC1 | -3% | -1.3% | -6% | 2% | 1.0 | 76 | -2% | i | -13% | 3% | -0.9
CSc1ccccc1C(=O)NCc1ccccc1 | -4% | -0.4% | -7% | 7% | 0.8 | 51 | -3% | i | -5% | 1% | 3.1
CC(=O)c1nn(-c2ccc(Br)cc2)cc1C(=O)c1ccccc1 | 1% | 0.5% | -3% | -4% | 0.5 | 72 | 1% | i | 6% | 9% | -1.1
COc1ccc(NC(=O)c2cc(-c3ccccc3)on2)cc1 | 1% | -0.4% | -8% | -8% | 0.9 | 58 | 9% | i | 0% | 4% | 0.3
CCOC(=O)/C=C1\SCC(=O)N1CC(=O)c1ccc[nH]1 | 24% | 6.4% | -2% | -5% | 0.9 | 86 | -4% | i | -10% | 6% | 1.3
O=C(CN(Cc1ccccc1Cl)C(=O)c1ccc(CN2CCOCC2)o1)NCc1ccccc1 | -2% | 22% | 2% | 8% | 3.8 | 47 | 16% | i | -6% | 9% | 2.2
O=C(Nc1cc([N+](=O)[O-])ccc1F)C1CC1 | 1% | 0.6% | -6% | -3% | 0.4 | 66 | 12% | i | 4% | 5% | 2.6
CCC(C)(C)NC(=O)c1ccc2c(c1)OCCO2 | 12% | -1.8% | -4% | -13% | 0.5 | 42 | 4% | i | 5% | 3% | -0.2
Cc1cc(N2CCOCC2)n2ncc(-c3ccccc3Cl)c2n1 | -4% | 0.8% | -8% | 1% | 0.9 | / | -5% | i | 5% | / | /
Cc1ccc(-c2nc3ncccc3o2)cc1NC(=S)NC(=O)c1ccco1 | -4% | -0.9% | -2% | 7% | 0.6 | 77 | 0% | i | -5% | 16% | -1.1
CCOCCn1c(CN2CCN(c3cccc(Cl)c3)CC2)nc2c1c(=O)n(C)c(=O)n2C | -1% | -1.3% | -1% | 2% | 3.9 | 71 | 0% | i | 3% | 1% | 3.3
COc1ccc(-c2cn3c(C)c(C(=O)Nc4cccc(C)n4)sc3n2)cc1 | 21% | 0.7% | -1% | 2% | 1.1 | 51 | 5% | i | -2% | 14% | 6.0
Cc1c(C(=O)N2CCCC2)oc2ccc(Br)cc12 | -4% | 4.9% | -8% | -2% | 0.7 | 90 | -7% | i | 6% | 11% | 1.9
N#Cc1c(-c2ccccc2)nc(SCC(=O)Nc2ccc(OC(F)(F)Cl)cc2)[nH]c1=O | 4% | 16µM* | 12% | -2% | 0.6 | 54 | -10% | i | -6% | 6% | -0.9
Cn1c(SCCN2CCCC2)nnc1C1CCN(S(=O)(=O)c2ccc(F)cc2)CC1 | 1% | -1.7% | -12% | 18% | 0.2 | 42 | -2% | i | -8% | 6% | -1.5
CN(C)CCOc1cc(Cl)cc(Cl)c1 | 7% | -1.2% | -8% | 14% | 0.0 | 84 | 0% | i | 3% | 5% | 1.0
COc1cc(C2NC(=O)NC(C)=C2C(=O)NCc2ccccc2)c(Cl)cc1O (configuration not stated) | 1% | -0.9% | -6% | 9% | 4.8 | 51 | 12% | i | 2% | 7% | -0.9
Cc1cccc(C(=O)OCC(=O)NNC(=O)c2cccs2)c1O | / | / | / | / | 0.5 | 62 | / | i | -10% | 8% | 0.7
CC1=CCC(C(=O)O)C(C(=O)O)C1 (configuration not stated) | 1% | 1.1% | 2% | 11% | 1.0 | 80 | -6% | i | -5% | 2% | -1.0
Cc1cc(C)nc(/N=C(\N)N2CCc3ccccc32)n1 | 4% | 0.6% | -6% | 8% | 0.4 | 68 | -10% | i | -6% | 10% | 0.9
CCOC(=O)CCC(=O)N1CCOCCOCCN(C(=O)CCC(=O)OCC)CCOCC1 | 2% | 2.2% | -10% | 18% | 0.8 | 47 | 16% | i | 4% | 9% | -0.8
O=C(O)CSc1nnc(Cn2cnc3ccccc32)n1CCc1ccccc1 | -2% | 1.5% | 2% | 7% | 1.0 | 96 | -12% | i | -4% | 7% | -0.4
CCN(CC)c1ccc(C=Nc2ccc(N(C)C)cc2)c(O)c1 | 5% | 7.2% | -4% | 8% | 0.0 | 88 | 9% | i | 24% | 20% | -0.4
CC1(C)Cc2c(ccc3ccccc23)C(NNC(=O)c2cccnc2)=N1 | 3% | 3.1% | -7% | 29% | 0.7 | 49 | -1% | i | 10% | 11% | -1.2
Cn1c(CNC(=O)C2CCCCC2)cc2cc(Cl)ccc21 | -1% | 0.8% | -6% | 1% | 0.6 | 42 | -2% | i | 2% | 6% | 1.1
CCOC1(OCC)N=C(N)C2(C#N)C(c3cccc(OC)c3OC)C12C#N (configuration not stated) | -2% | 0.5% | 0% | -2% | 0.9 | 39 | 19% | i | 12% | 9% | 0.7
O=C(CSc1nncc2ccccc12)Nc1ccc(C(=O)O)cc1 | -5% | 1.8% | 1% | -12% | 3.7 | 68 | 5% | i | -11% | 26% | -0.3
CN(CC(=O)Nc1ccccc1Br)C(=O)CCc1nc2ccccc2c(=O)[nH]1 | / | / | / | / | 0.3 | 64 | / | i | -8% | -3% | 0.5
CCCCn1c(N)c(N(CC(C)C)C(=O)CCNC(=O)c2ccccc2Cl)c(=O)[nH]c1=O | / | / | / | / | 0.6 | 83 | / | i | 3% | 6% | 1.6
Cc1cccc(Nc2nc(N)c([N+](=O)[O-])c(N3CCOCC3)n2)c1 | 7% | 0.1% | -4% | 0% | 0.7 | 70 | -10% | i | 5% | 5% | -1.1
Cc1[nH]c2ccccc2c1C1C(c2ccccc2)=NN=C(C(C)C)N1O (configuration not stated) | 6% | 3.1% | 0% | -7% | 2.2 | 66 | 5% | i | 4% | 9% | 1.4
CC(=O)Nc1ccc(S(=O)(=O)N2CCN(C(=O)c3ncoc3-c3cccc(F)c3)CC2)cc1 | -1% | -0.4% | -1% | 1% | 0.2 | 46 | 2% | i | 8% | 3% | 1.1
O=C(NC(Cc1ccccc1)C(=O)O)/C(=C/c1ccc(Cl)cc1)NC(=O)c1ccccc1 (configuration not stated) | 2% | 3.0% | 3% | 8% | 0.1 | 88 | -7% | i | 0% | 6% | 2.0
COc1ccc(C(=O)Nc2ccc3nc(N4CCCCC4)cc(C)c3c2)cc1OC | -8% | -3.3% | 6% | 4% | 0.1 | 34 | -5% | i | -5% | 10% | 11
N#Cc1c(-c2ccc(Cl)cc2)c2c([nH]c1=S)CCCC2 | 10% | 2.5% | -1% | 8% | 0.5 | 54 | -3% | i | -25% | 4% | 0.9
CCCC(c1nnnn1Cc1ccc2c(c1)OCO2)N1CCC(C(N)=O)CC1 (configuration not stated) | 5% | 0.8% | -4% | -2% | 0.2 | 60 | 9% | i | / | -4% | -0.3
Cn1c(=O)c2cc(S(=O)(=O)Nc3ccc4c(c3)OCO4)ccc2n(C)c1=O | 0% | -2.3% | -5% | 17% | 2.5 | 55 | -11% | i | 2% | 3% | -0.3
CCc1nnc(NC(=O)CCN(c2cc(C)cc(C)c2)S(=O)(=O)c2ccc(Cl)cc2)s1 | 15% | -1.1% | -4% | 0% | 0.6 | 42 | -10% | i | 0% | 0% | 1.7
CCN(CC(=O)Nc1ccc(NC(C)=O)cc1)C(=O)/C=C/c1cn(Cc2ccccc2)nc1-c1cccnc1 | / | / | / | / | 0.2 | 56 | / | i | -6% | 6% | -0.4
Cc1ccc(NC(=O)CSCC(=O)Nc2cccc3ncccc23)cc1 | / | / | / | / | 0.4 | 55 | / | i | -8% | 5% | -1.8
